Screening results from PubChem.
KDM5B inhibitor = blocks human KDM5B histone demethylase activity; KDM5B demethylase, FDH-coupled NADH fluorescence (FDH is formaldehyde dehydrogenase); Q9UGL1; Potency, µM (series often up to 57.7 µM), for inactives: at the highest dose activity change, negative = inhibition, hits mostly inhibitors; 2.6% of 220,000 active; active means well fitted inhibition curve with a large enough effect; inconclusive means small, poorly fitted or top-dose-only effect; inactive means no such curve, though single readings can be large or run the other way; further: 0% is about no effect; nearly all actives have a fitted effect of over 70% in size
Target sequence (Q9UGL1 whole entry, looked up): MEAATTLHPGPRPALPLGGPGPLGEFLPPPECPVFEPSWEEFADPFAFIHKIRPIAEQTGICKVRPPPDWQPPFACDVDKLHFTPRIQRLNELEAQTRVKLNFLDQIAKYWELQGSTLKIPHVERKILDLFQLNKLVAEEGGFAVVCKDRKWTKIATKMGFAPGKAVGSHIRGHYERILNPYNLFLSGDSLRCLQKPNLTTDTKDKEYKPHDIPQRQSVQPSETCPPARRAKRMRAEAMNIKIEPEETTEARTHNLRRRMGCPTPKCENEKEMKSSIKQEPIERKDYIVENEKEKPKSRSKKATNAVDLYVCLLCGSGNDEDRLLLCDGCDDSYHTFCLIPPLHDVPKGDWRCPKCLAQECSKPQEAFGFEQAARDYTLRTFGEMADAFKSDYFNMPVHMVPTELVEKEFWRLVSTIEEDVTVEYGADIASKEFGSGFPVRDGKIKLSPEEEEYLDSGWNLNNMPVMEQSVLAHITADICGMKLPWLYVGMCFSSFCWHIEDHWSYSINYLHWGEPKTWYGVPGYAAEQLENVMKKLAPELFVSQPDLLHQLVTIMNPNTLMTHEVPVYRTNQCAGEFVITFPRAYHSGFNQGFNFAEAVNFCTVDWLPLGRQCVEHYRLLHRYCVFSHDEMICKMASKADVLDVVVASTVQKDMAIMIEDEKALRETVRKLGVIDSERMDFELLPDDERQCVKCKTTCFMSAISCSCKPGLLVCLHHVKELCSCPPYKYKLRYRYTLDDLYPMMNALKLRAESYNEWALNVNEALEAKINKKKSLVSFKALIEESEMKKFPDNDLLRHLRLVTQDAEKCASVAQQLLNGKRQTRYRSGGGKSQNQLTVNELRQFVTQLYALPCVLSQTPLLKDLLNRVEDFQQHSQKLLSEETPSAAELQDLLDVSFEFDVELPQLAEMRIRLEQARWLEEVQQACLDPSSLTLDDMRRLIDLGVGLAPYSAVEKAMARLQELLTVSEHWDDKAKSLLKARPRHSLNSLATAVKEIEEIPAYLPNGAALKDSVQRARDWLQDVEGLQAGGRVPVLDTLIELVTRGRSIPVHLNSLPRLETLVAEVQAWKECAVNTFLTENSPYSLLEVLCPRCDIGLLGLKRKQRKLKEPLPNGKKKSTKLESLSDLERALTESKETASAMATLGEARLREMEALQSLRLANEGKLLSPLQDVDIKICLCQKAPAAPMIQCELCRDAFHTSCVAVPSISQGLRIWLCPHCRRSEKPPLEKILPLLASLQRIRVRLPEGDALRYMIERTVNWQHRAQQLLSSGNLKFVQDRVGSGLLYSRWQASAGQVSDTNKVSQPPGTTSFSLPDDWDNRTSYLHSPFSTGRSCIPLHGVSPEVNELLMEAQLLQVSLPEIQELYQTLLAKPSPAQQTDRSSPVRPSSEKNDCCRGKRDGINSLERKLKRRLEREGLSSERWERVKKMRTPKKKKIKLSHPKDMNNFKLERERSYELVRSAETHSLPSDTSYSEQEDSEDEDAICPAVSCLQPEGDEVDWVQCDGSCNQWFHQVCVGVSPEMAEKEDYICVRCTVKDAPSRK
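Coupled FDH/NAD⁺ fluorescence readout. KDM5BΔAP 200 nM final; compound titration, 10 min RT preincubation; substrate mix 12.5 µM H3K4me3, 25 µM 2-OG, 50 µM Fe(II), 100 µM ascorbate, 0.25 mM NAD⁺, 0.25 U/mL FDH; ΔRFU over 30 min.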
* hit, by the source's call; ? = inconclusive; [ ] = another dose, or the depositor's remark. Potency means the concentration at half of the fitted maximal effect. A portion of the library; count on the stated rates, not on these rows.

SMILES | KDM5B inhibitor
Cn1c(=O)c2c(nc(Cl)n2CC(=O)NCc2ccccc2)n(C)c1=O | 1.1%
CCOC(=O)N1CCc2c(sc3c2c(=O)n(-c2ccc(Cl)cc2)c(=O)n3CC(C)C)C1 | -5.6%
Cc1ccccc1-n1nc(CO)c(C(=O)NCCc2ccccc2)n1 | -4.5%
Cn1c(=O)c2c(nc(NCc3ccco3)n2Cc2c(Cl)cccc2Cl)n(C)c1=O | 16.3%
COc1cccc(C2CC(=O)Nc3c2c(C)nn3-c2nncc(-c3ccc(C)cc3)n2)c1OC (stereo not given) | 14.1%
O=S(=O)(c1ccc(OC(F)(F)F)cc1)N1CCC(c2nc3ccccc3s2)CC1 | -13.2%
COc1ccc(CCC(=O)Nc2ccc3c(c2)NC(=O)C(C)O3)cc1OC (stereo not given) | -3.0%
Cc1cccc(-c2nnn3c2nc(NCc2ccc4c(c2)OCO4)c2ccccc23)c1 | ?
CC(C)CC(=O)N1CCn2c(nnc2[C@@H]2C[C@@H](O)CN2Cc2ccccc2)C1 | 4.0%
Cc1cc(NCC(C)n2ccnc2)n2nc(C)c(C)c2n1 (stereo not given) | -0.8%
CCOc1ccccc1C(=O)NC1(C(F)(F)F)C(=O)Nc2c1c(=O)[nH]c(=O)n2Cc1ccccc1 (stereo not given) | 21.4%
CCOc1ccc(S(=O)(=O)N2CCC(n3c(C)nc4cccnc43)CC2)cc1 | -11.7%
Cc1ccc(NC(=O)C(c2ccccc2)N2CCN(C(=O)C3CC3)CC2)cc1Cl (stereo not given) | -9.2%
CN(CCc1ccccn1)C(=O)c1ccc2c(c1)[nH]c(=O)n2C1CCC(O)CC1 (stereo not given) | 35.6%
CCCn1nc(C(=O)OCC(=O)NCc2ccco2)c2ccccc2c1=O | -9.1%

Reprinted from the part before: 4 entries, then new ones.
SMILES | KDM5B inhibitor
CCOc1ccc(S(=O)(=O)N2CCC(n3c(C)nc4cccnc43)CC2)cc1 | -11.7%
Cc1ccc(NC(=O)C(c2ccccc2)N2CCN(C(=O)C3CC3)CC2)cc1Cl (stereo not given) | -9.2%
CN(CCc1ccccn1)C(=O)c1ccc2c(c1)[nH]c(=O)n2C1CCC(O)CC1 (stereo not given) | 35.6%
CCCn1nc(C(=O)OCC(=O)NCc2ccco2)c2ccccc2c1=O | -9.1%
S=c1[nH]nc(-c2cccc3ccccc23)n1-c1cccnc1 | 16.1%
Fc1ccc(F)c(-c2cn3nc(C45CC6CC(CC(C6)C4)C5)sc3n2)c1 | -14.1%
COc1ccc(C(=O)N[C@@H]2CCC[C@@H]2C(=O)N(C)C)cn1 | 15.2%
COc1cc2nc(NCc3ccccc3Cl)n3nc(-c4cccnc4)nc3c2cc1OC | -47.8%
COC(=O)CNCc1cccc(F)c1 | 6.5%
O=C(NC1CCCc2c1cnn2-c1ccc(F)cc1F)c1ccsc1 (stereo not given) | -5.3%
COc1ccc(CN[C@@H]2CCC[C@@H](C(=O)NCc3cc(C)on3)CC(=O)N(C)C2)cc1 | -20.7%[86.2 µM]
CCOc1ccc(CCNC(=O)c2ccc3[nH]c(C)c(C)c3c2)cc1 | ?
CCN(CC(=O)N1c2ccccc2SCC1c1ccccc1)Cc1nc2ccccc2c(=O)[nH]1 (stereo not given) | 11.4%
COc1ccc(-c2cnc3[nH]cc(CC(=O)Nc4ccc(C(F)(F)F)cc4)c3c2)cc1 | -7.6%[86.2 µM]
Cc1ccccc1NC(=O)CCS(=O)(=O)c1ccc2c(c1)NC(=O)CS2 | 12.5%
Cc1ccc(C)c(NC(=O)NC(=O)C(F)(F)F)c1 | 18.4%
CCCC[N+](C)(CC#Cc1ccc(C#CC[N+](C)(CCCC)CCCC)cc1)CCCC | 2.7%
CC[C@H]1CN(C(C)=O)CC[C@H]1CC(=O)NCc1ccccc1OC | 35.7%[activator][86.2 µM]
S=C(NC1CCCCC1)NC12CC3CC(CC(C3)C1)C2 | 5.0%
O=C(c1cnc(N2CCCCC2)c2ccccc12)N1CCN(c2ccccc2F)CC1 | ?
COc1cccc(CN2C[C@@H]3C(C(=O)Nc4cncc(OC)c4)=NO[C@@H]3C2)c1 | -5.3%[86.2 µM]
N#Cc1ccccc1-c1ccc(COc2ccccc2C(N)=O)cc1 | -20.0%
O=C(Cc1c[nH]c2ncc(-c3cccnc3)cc12)Nc1ccccc1 | -19.3%[86.2 µM]
O=C(Nc1nnc(S(=O)(=O)N2CCCC2)s1)c1ccc(F)cc1 | -1.7%
O=C1NC2(CCNCC2)C(=O)N1Cc1cccc(Cl)c1Cl | -23.5%
CC/C(C)=N/NC(=O)c1ccc(C(C)(C)C)cc1 | 26.9%
COc1ccc(-c2ccnc3nc(CCc4ccccc4)nn23)c(F)c1 | 28.2µM*
CCc1ccc(NC(=O)Cn2c(C(=O)OC)cc3oc(C)cc32)cc1 | -29.1%
CS(=O)(=O)N1CCc2ccc(NC(=O)C3CCCO3)cc2C1 (stereo not given) | -7.5%
C=CCOc1cccc(/C=C(\C#N)c2nc3ccccc3[nH]2)c1 | ?
CCC(C)NC(=O)NCc1ccccc1 (stereo not given) | 8.1%
Cc1cc(C)c(NC(=O)CSc2nnc(C)n2C)c(Cl)c1 | 18.3%
COc1ccc(N2CCN(Cc3nc4c(c(=O)[nH]c(=O)n4C)n3Cc3ccc(C)cc3)CC2)cc1 | -18.3%
COc1ccc(CNC(=O)N2CCCC(c3nn(C)c(=O)n3C3CCCC3)C2)cc1 (stereo not given) | -2.0%

Gathered by group: the entries above containing a furan ring, fused or not
SMILES | KDM5B inhibitor
Cn1c(=O)c2c(nc(NCc3ccco3)n2Cc2c(Cl)cccc2Cl)n(C)c1=O | 16.3%
CCCn1nc(C(=O)OCC(=O)NCc2ccco2)c2ccccc2c1=O | -9.1%
CCc1ccc(NC(=O)Cn2c(C(=O)OC)cc3oc(C)cc32)cc1 | -29.1%

(more compounds)
SMILES | KDM5B inhibitor
COc1cccc(CNC(=O)Cn2ccn3nc(-c4ccccc4)c(CO)c3c2=O)c1 | ?
CCOc1ccc(N/C=C/C(=O)c2cc(C)ccc2C)cc1 | -18.7%
CCCCNc1nc2c(c(=O)n(C)c(=O)n2C)n1Cc1ccccc1Cl | 2.7%
CCOC(=O)c1cc(S(=O)(=O)N2CCN(c3ccccc3F)CC2)[nH]n1 | ?
COCCC(=O)N[C@H]1CC[C@]2(C)CCC([C@H](C)C(=O)NCc3cccs3)[C@H](O)[C@H]2[C@@H]1C (stereo not given in full) | 6.1%
COC(=O)C1=C(c2ccccc2)c2ccccc2S(=O)(=O)N1CC(=O)Nc1ccccc1 | -12.6%
CCCn1c(C)cc(C(=O)CSc2nnc(COc3ccccc3Cl)n2C)c1C | 5.8%
COC(=O)c1ccc(NC(=O)CCCC(=O)OCC(=O)c2ccc(Cl)cc2)cc1 | 4.4%
CC(C)[C@@H]1CN(C(=O)c2cc(N3CCCCC3)ccc2Cl)C[C@H]1N(C)C | -13.0%
O=C1NCc2ccccc2CC12CCN(Cc1cccc(F)c1F)CC2 | 29.0%[115 µM]
CCCn1cc2c3c(cccc31)CN(C(=O)c1cccc(C#N)c1)CC2 | ?
Cc1nn(C)c2c1c(C(F)(F)F)cc(=O)n2Cc1ccc(Br)cc1F | ?
CCN(C(=O)COC(=O)c1cc2ccccc2[nH]1)C1CCCCC1 | ?
CCOc1ccc(N2CC(C(=O)Nc3ncn[nH]3)CC2=O)cc1 (stereo not given) | 15.2%
Cc1csc(NC(=O)c2nc3c(o2)CCN(Cc2c(C)noc2C)CC3)n1 | -15.0%[86.2 µM]

Next part; the last two above are carried over.
SMILES | KDM5B inhibitor
CCOc1ccc(N2CC(C(=O)Nc3ncn[nH]3)CC2=O)cc1 (stereo not given) | 15.2%
Cc1csc(NC(=O)c2nc3c(o2)CCN(Cc2c(C)noc2C)CC3)n1 | -15.0%[86.2 µM]
CC(=O)c1ccc(NC(=O)COC(=O)Cn2cnc3ccccc32)cc1 | 24.8%
CCOc1cc(OCC)c(/C=C2\NC(=O)NC2=O)cc1Br | 14.0%
Cc1cc(-n2c(SCC(=O)NC(C)(C)C)nc3ccsc3c2=O)ccc1F | ?
Cc1onc(C(=O)N2CCC(CCOc3ccc(F)cc3)C2)c1Cn1cc(Cl)cn1 (stereo not given) | -9.9%
CC(OC(=O)c1ccc(F)c(S(=O)(=O)N2CCCCC2)c1)C(=O)N1CCc2ccccc21 (stereo not given) | -1.9%
Cc1ccc(N2CCN(S(=O)(=O)c3nnc(NC(=O)c4ccc(C(C)C)cc4)s3)CC2)cc1 | 0.2%
CCc1ccc(CNC(=O)COc2cc(=O)n(CC)c3ccccc23)cc1 | ?
CC(C)NC(=O)N1CCN(C(=O)c2cccs2)[C@H](C(=O)N[C@@H](Cc2cccnc2)C(N)=O)C1 | 16.0%
CCNC(=O)C(C)Sc1nnc(-c2cccs2)n1C1CC1 (stereo not given) | 10.0%
O=C(c1ccccc1)N1CCC2(CC1)CC(=O)N(c1ccccc1)c1ccccc1O2 | -9.9%
Cc1ccc(NC(=O)Cn2c(SCc3ccc(F)cc3)nc3cccnc32)cc1F | ?
CC(=O)NNC(=S)Nc1ccc(Br)cc1 | 22.7%
Cc1ccc(NC(=S)N2CCC(N(C)CC3CCCO3)CC2)cc1C (stereo not given) | 39.5%
O=C(Nc1ccc(Cl)c(C(F)(F)F)c1)c1ccccc1Cl | 12.7%
Cc1cc(NC(=O)c2cc(-c3ccncc3)nc3c(C)cccc23)no1 | ?
COc1cccc(NC(=S)N2CCC(Cc3ccccc3)CC2)c1 | 11.9%
Cc1cc(C)c(CNC(=O)c2nc(-c3ccc(CO)cc3)cc3c2ccn3C)c(=O)[nH]1 | 35.5µM*
Cc1ccc(-c2ccc(=O)n(CC(=O)NCc3ccc(F)cc3)n2)cc1 | ?
COC(=O)c1ccccc1NC(=O)CSc1cc(-c2ccccc2)nc(C)n1 | 3.6%
O=C(Nc1cccc(S(=O)(=O)N2CCCC2)c1)C1CC(=O)N(C2CCCC2)C1 (stereo not given) | -1.3%
CS(=O)(=O)N1CCCC(C(=O)NCc2ccccn2)CCNC(=O)CC1 (stereo not given) | -6.7%
O=C(CSc1nc2ccncc2[nH]1)Nc1ccccc1C(F)(F)F | -26.6%
O=C1NC2(CCN(Cc3ccccc3C(F)(F)F)C2)Oc2ccccc21 (stereo not given) | -3.1%
CCc1cccc(-n2nnnc2N2CCN(C(=O)Nc3ccc(C)c(Cl)c3)CC2)c1 | -8.8%[115 µM]
CC1CCN(S(=O)(=O)c2cc(C(=O)N3CCN(c4ccccc4F)CC3)n(C)c2)CC1 | -1.7%
CO/N=C/c1ccc(C(=O)Oc2ccc(Cl)cc2C)cc1 | 0.4%
CCOc1ccc(CCNC(=O)c2cccc(-n3c(C)nc4cccnc43)c2C)cc1 | -12.3%
COc1cccc(NC(=O)CSc2nnc(C3CCCCC3)n2N)c1 | -1.6%
CNc1c(NS(=O)(=O)c2c(C)noc2C)c(=O)oc2ccccc12 | 10.0%
Cc1c(C(=O)Nc2cccc(-c3nc4ccccc4s3)c2)oc2ccc(F)cc12 | ?
CSCC[C@@H]1NC(=O)c2cc(NC(=O)c3n[nH]c4c3CCCC4)ccc2NC1=O | ?
Cn1ccnc1C(=O)N1C[C@@H](COCC2CC2)[C@H](c2ccncc2)C1 | 2.1%
CC[C@H]1CN(C(=O)C2CC2)CC[C@H]1CC(=O)O | -15.5%[115 µM]
Cc1ccc(-c2cc3c(=O)n(CCNC(=O)C4CCCCC4)ccn3n2)c(C)c1 | -11.5%
Cn1c(=O)[nH]cc(CC(=O)N2CCC3(CC(=O)NC3=O)C2)c1=O (stereo not given) | -10.2%
O=C(c1ccccc1Cl)N1C[C@@H](CO)[C@H](c2nc(C3CC3)no2)C1 | 21.4%
O=C(O)c1ccc(SC(F)(F)F)cc1 | 11.4%
Cc1cc(C)n(-c2nc3cc(Cl)ccc3nc2Nc2ccc(C)c(F)c2)n1 | 8.5%
Cc1nc2c(c(SCC(=O)Nc3ccccc3C(F)(F)F)n1)CCC2 | 6.0%
CSc1nc2c(c(=O)n(C)c(=O)n2C)n1Cc1cccc2ccccc12 | 10.6%
COc1ccc(OC)c(S(=O)(=O)N2CCCOCCNC(=O)[C@@H]3CCCC[C@@H]32)c1 | -8.8%
O=[N+]([O-])c1cccc(N=Cc2ccc(C#Cc3ccccc3)cc2)c1 | ?
Cc1nc2c(c(-c3ccc(Cl)cc3)n1)CN([S+](=O)([O-])c1c(C)noc1C)CC2 | -8.1%
CC1=C(C(=O)OC2CCCCCC2)C(c2ccccc2Cl)CC(=O)N1 (stereo not given) | -18.6%
CCN(Cc1nc(COC)no1)Cc1cn[nH]c1-c1ccc(F)cc1 | -12.3%

KDM5B inhibitor, what is marked active above.
SMILES | KDM5B inhibitor
COc1ccc(-c2ccnc3nc(CCc4ccccc4)nn23)c(F)c1 | 28.2µM*
Cc1cc(C)c(CNC(=O)c2nc(-c3ccc(CO)cc3)cc3c2ccn3C)c(=O)[nH]1 | 35.5µM*

More structures
SMILES | KDM5B inhibitor
COC(=O)c1ccc(COc2ncnc3ccccc23)o1 | -3.0%
COC[C@H]1C[C@@H](NCc2cccc3c2OCO3)[C@H](O)[C@@H]1O | 13.5%[86.2 µM]
O=C(c1ccc2c(c1)OCCO2)N(Cc1cccnc1)c1nc2c(F)cccc2s1 | ?
Cc1nc(C(=O)N2CCCC(C(=O)c3ccc(Cl)cc3)C2)cs1 (stereo not given) | 33.9%
COc1ccc(-c2noc(-c3nc(C)no3)n2)cc1OC | -3.4%
Cc1nc2cc(NC(=O)COc3ccc(Br)cc3)ccc2o1 | 15.3%
CCc1noc(-c2cn(C3CCN(C(=O)c4ccc(Cl)cc4)C3)nn2)n1 (stereo not given) | 1.8%
O=C(C1CCC(CNS(=O)(=O)c2cccs2)CC1)N1CCN(c2ccc(F)cc2)CC1 (stereo not given) | -2.8%
COc1cc(/C=C(/C#N)c2ccccn2)cc(OC)c1OC(F)F | 4.3%
CCCS(=O)(=O)N1CCC(Oc2ccc(-c3noc(-c4ccccc4)n3)cc2)C1 (stereo not given) | -5.8%
